A3A deaminase = APOBEC3A ssDNA deaminase inhibitors, primary screen, selectivity assay for APOBEC3G inhibitor project, biochemical, FAM/TAMRA oligo cleavage fluorescence. DNA dC->dU-editing enzyme APOBEC-3A (Homo sapiens), P31941. recombinant A3A, FAM/TAMRA ssDNA deamination fluorescence. inhibition, % at 20 µM. 330,000 tested, 0.41% active. AID 493011, 2011;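 active = at least 40% inhibition at 20 µM here, with at most 30% in a related deaminase screen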;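 also: plate controls were A3A with DMSO for no effect and wells lacking A3A enzyme for full effect; some results filed as inactive read as strong as hits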
Target sequence (P31941 whole entry, looked up): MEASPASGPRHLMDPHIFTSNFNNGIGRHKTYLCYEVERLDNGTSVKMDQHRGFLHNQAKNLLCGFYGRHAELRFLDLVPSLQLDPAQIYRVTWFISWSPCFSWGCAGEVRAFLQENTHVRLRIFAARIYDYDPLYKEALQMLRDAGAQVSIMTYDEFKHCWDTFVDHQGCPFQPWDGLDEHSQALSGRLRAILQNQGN
mIAP inh = inhibitors of mouse IAP, primary screen, biochemical, luminescence, uHTS | AID 2806, 2010 | inhibition, % at 10 µM | intestinal alkaline phosphatase [Mus musculus] | 330,000 tested, 0.2% active | purified mouse IAP, CDP-Star luminescence, 30 min;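 active = inhibition of at least 40% at 10 µM in the primary screen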;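 also: plate controls were DMSO with enzyme for no effect and no enzyme wells for full effect; values of inactives mirror those of a sister screen read the other way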
MIN6 prolif = inducers of MIN6 beta-cell proliferation, primary screen, ATP luminescence, uHTS; MIN6 cells proliferation, ATPlite luminescence, 48 h; cells starved in 0.2% serum; 100% = growth in 10% serum; proliferation, % at 10 µM; 330,000 tested, 0.29% active; AID 2380, 2010;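 active = compounds whose signal lies at least 3.5 SD above the mean of all wells on their plate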;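 also: 0% = DMSO-treated cells in low-serum medium and 100% = 10% serum control; some compounds called inactive have numbers as strong as hits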
mIAP act = activators of mouse IAP, primary screen, biochemical, luminescence, uHTS; muIAP, CDP-Star luminescence, 30 min; active compounds read high; 1 = vehicle-only enzyme signal, 0 = enzyme-free wells; activation factor at 10 µM; 330,000 tested, 0.24% active;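 active = activation factor of at least 2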; also: the source names both 10 and 20 µM as test concentration; values of inactives mirror those of a sister screen read the other way
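System: mouse IAP enzyme. Reagent: CDP-Star chemiluminescent phosphatase substrate. Benchmarks: DMSO wells, no-enzyme wells. Times: 30 min enzyme-substrate-compound incubation at room temperature. Detection: luminescence from enzymatic CDP-Star hydrolysis. Doses: test compounds delivered from DMSO solution.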
ATG4B inh = ATG4B protease inhibitors, primary screen, biochemical, fluorescence, uHTS | Cysteine protease ATG4B (Homo sapiens), Q9Y4P1 | ATG4B cleavage of LC3-PLA2, NBD-HPC fluorescence, 1 h | inhibition, % at 8.33 µM | 340,000 tested, 0.51% active | AID 504462, 2011; in the data active = inhibition above about 40%
Target sequence (Q9Y4P1 whole entry, looked up): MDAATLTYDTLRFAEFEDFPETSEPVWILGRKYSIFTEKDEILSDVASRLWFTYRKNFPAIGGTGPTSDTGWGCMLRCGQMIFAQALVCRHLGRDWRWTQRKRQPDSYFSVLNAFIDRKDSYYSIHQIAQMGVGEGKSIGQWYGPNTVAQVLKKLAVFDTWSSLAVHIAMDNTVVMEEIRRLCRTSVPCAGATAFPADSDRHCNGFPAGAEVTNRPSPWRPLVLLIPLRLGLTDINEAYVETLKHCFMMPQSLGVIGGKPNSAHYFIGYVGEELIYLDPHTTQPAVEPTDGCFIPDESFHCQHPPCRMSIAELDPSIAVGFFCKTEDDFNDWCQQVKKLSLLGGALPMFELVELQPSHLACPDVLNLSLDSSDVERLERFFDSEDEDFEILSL
MPTP inh = mitochondrial permeability transition pore inhibitors, primary screen, biochemical, isolated mouse mitochondria, absorbance; Ca2+ swelling absorbance, 30 min; inhibition, % at 10 µM; 360,000 tested, 1.4% active;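 active = inhibition of 50% or more, scaled per plate between neutral and stimulator controls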;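 also: 0% = DMSO wells given calcium and 100% = 1 mM EGTA wells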
hIAP activ = human IAP activators, primary screen, biochemical, luminescence, uHTS; Intestinal-type alkaline phosphatase (Homo sapiens), P09923; purified human IAP, CDP-Star luminescence, 30 min; active compounds read high; 1 = vehicle-only enzyme, 0 = enzyme-free background; activation factor at 10 µM; 330,000 tested, 0.16% active;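 active = activation factor of the enzyme at least 2-fold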; also: the source names both 10 and 20 µM as test concentration; values of inactives mirror those of a sister screen read the other way
hIAP block = human IAP inhibitors, primary screen, biochemical, luminescence, uHTS. purified IAP, CDP-Star luminescence, 30 min. 330,000 tested, 0.12% active. AID 2544, 2010. inhibition, % at 10 µM. Intestinal-type alkaline phosphatase (Homo sapiens), P09923;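 active = inhibition reaching a set limit with compound at 10 µM in the primary screen, cut at about 35% in these data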;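 also: plate controls were DMSO wells with enzyme for no effect and no-enzyme buffer wells for full effect; values of inactives mirror those of a sister screen read the other way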
A3G deaminase = APOBEC3G DNA deaminase inhibitors, primary screen, biochemical, fluorescence, single-stranded DNA substrate, uHTS; DNA dC->dU-editing enzyme APOBEC-3G (Homo sapiens), Q9HC16; 330,000 tested, 0.28% active; inhibition, % at 20 µM; recombinant A3G, ssDNA deamination FAM/TAMRA fluorescence;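 active = inhibition of at least 40% at 20 µM, with no more than 30% in the related APOBEC3A deaminase screen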;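 also: plate controls were DMSO wells with A3G for no effect and wells lacking A3G enzyme for full effect; some compounds called inactive have numbers as strong as hits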
Target sequence (Q9HC16 whole entry, looked up): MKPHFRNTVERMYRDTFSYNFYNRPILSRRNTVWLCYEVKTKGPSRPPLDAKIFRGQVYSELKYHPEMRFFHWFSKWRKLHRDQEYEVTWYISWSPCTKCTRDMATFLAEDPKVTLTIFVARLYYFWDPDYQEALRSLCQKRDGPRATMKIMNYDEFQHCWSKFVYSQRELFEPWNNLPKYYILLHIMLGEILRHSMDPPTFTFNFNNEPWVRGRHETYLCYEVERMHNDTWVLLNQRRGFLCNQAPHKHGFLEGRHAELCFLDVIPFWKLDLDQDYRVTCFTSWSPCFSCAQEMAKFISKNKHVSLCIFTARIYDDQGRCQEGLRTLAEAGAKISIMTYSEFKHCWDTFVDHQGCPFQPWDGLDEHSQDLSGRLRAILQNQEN
An asterisk follows results filed as active; x = not tested or not shown.

SMILES	A3A deaminase	mIAP inh	MIN6 prolif	mIAP act	ATG4B inh	MPTP inh	hIAP activ	hIAP block	A3G deaminase
CCN(CC)CCN1c2ccccc2Sc2ccc3ccccc3c21	-4	11	-7	0.89	1	-0.6	0.83	17	-8
Cc1ccc(OCCSc2nnc(NC(=O)c3ccco3)s2)cc1	-1	3	1	0.97	-1	3.7	0.83	17	-4
COc1ccc(C2c3c(ccc4ccccc34)Oc3ncn4nc(-c5ccco5)nc4c32)cc1OC (stereo not given)	-6	2	0	0.98	3	2.2	0.98	2	-8
COC(=O)c1c(-c2ccc(F)cc2)csc1NC(=O)c1ccco1	-3	-1	-1	1	-1	-1.3	1.1	-6	-1
CCn1c(Cn2nnc(-c3ccccc3)n2)nnc1SCc1ccc(Cl)c(Cl)c1	-4	0	-4	1	2	-1.1	1.2	-18	-5
COc1ccc(C(N)=S)c(OC)c1	-2	-4	-3	1	0	0.1	0.96	4	7
CCOC(=O)N1CCN(C(=O)c2cc3c(=O)n(C)c4ccccc4c3n2C)CC1	-3	8	-1	0.92	-3	-1.7	1.1	-9	-9
CCOc1ccc(N2C(=O)Nc3ccccc3C2(O)C(=O)NCc2ccc3c(c2)OCO3)cc1 (stereo not given)	4	-2	-5	1	-3	-0.1	1	0	1
Cc1cc2c(c(=O)o1)C(Cc1ccccc1)C(C#N)=C(N)O2 (stereo not given)	-3	-11	0	1.1	8	2.5	0.94	6	-3
CN(C)S(=O)(=O)c1ccc(Cl)c(NC(=O)CN2CCCC2)c1	0	7	0	0.93	0	-0.2	1	-2	-1
C[C@]12c3[nH]c4cc(-c5ccco5)ccc4c3CCN1C(=O)[C@@H](CC(=O)NCc1ccco1)C[C@@H]2C(=O)N1CCCCC1	-3	-19	x	1.2	x	0.6	x	x	-4
CCOc1ccc(/C=N/NC(=O)COc2ccccc2-c2ccccc2)cc1	-2	-10	-6	1.1	13	2.6	0.95	5	-4
CCOC1=NS(=O)(=O)c2ccccc21	-1	4	0	0.96	-3	-0.2	0.88	12	-4
O=C(Nc1ccccc1)Nc1nnc(SCc2ccc(Cl)cc2)s1	-2	1	-3	0.99	-3	86*	0.91	9	-1
COc1ccc(NC(=O)c2c(-c3ccccc3Cl)noc2C)c(OC)c1	2	5	0	0.95	5	1.5	0.76	24	-5
O=C(CCNC(=O)c1ccc(Br)cc1)NCc1ccccn1	-2	-1	1	1	5	-3.1	1	-4	-9
COc1cccc(-c2c(-c3cc(OC)cc(OC)c3)n(C)c3ccc(-c4ccc5cc[nH]c5c4)cc23)c1	-2	-3	-5	1	8	1.5	1.1	-8	-9
COc1ccccc1CNC(=O)CSC(=S)N1CCCC1	2	7	1	0.93	-1	-0.3	1	-4	-3
COc1cccc(NC(=O)CN2C(=O)NC3(CCCC3)C2=O)c1	18	-7	-1	1.1	-5	-1.6	0.95	5	-5
CCC(C(=O)NCc1ccc(C)o1)n1nc(C)c2c(C)n(-c3ccccc3)nc2c1=O (stereo not given)	-4	5	0	0.95	5	-1.5	0.99	1	2
CCN(Cc1ccccc1)S(=O)(=O)c1nc2nc(C)c(C)c(C)n2n1	-2	13	-2	0.87	-3	1.4	0.92	8	22
O=C(Cn1cc(C(=O)c2cccs2)c2ccccc21)NCc1ccc2c(c1)OCO2	-3	7	-2	0.93	-23	0.3	0.95	5	0
COc1cccc(-c2nn(-c3ccccc3)cc2CN2CCCO2)c1	3	-8	-1	1.1	10	-1.0	0.97	3	3
Cc1ccccc1-c1cccc([C@@H]2C[C@H]3CN(Cc4cccnc4)C(=O)[C@]34CCCN24)c1	-2	7	-1	0.93	-2	5.8	0.84	16	-2
NC(=O)N(CCC(=O)O)c1ccccc1	-3	5	-1	0.95	10	-0.8	1.1	-10	-1

13 of the compounds above, with values under each structure.
Each structure is followed by: A3A deaminase | mIAP inh | MIN6 prolif | mIAP act | ATG4B inh | MPTP inh | hIAP activ | hIAP block | A3G deaminase
CCOc1ccc(N2C(=O)Nc3ccccc3C2(O)C(=O)NCc2ccc3c(c2)OCO3)cc1 (stereo not given)
→ 4 | -2 | -5 | 1 | -3 | -0.1 | 1 | 0 | 1
Cc1cc2c(c(=O)o1)C(Cc1ccccc1)C(C#N)=C(N)O2 (stereo not given)
→ -3 | -11 | 0 | 1.1 | 8 | 2.5 | 0.94 | 6 | -3
CN(C)S(=O)(=O)c1ccc(Cl)c(NC(=O)CN2CCCC2)c1
→ 0 | 7 | 0 | 0.93 | 0 | -0.2 | 1 | -2 | -1
C[C@]12c3[nH]c4cc(-c5ccco5)ccc4c3CCN1C(=O)[C@@H](CC(=O)NCc1ccco1)C[C@@H]2C(=O)N1CCCCC1
→ -3 | -19 | x | 1.2 | x | 0.6 | x | x | -4
CCOc1ccc(/C=N/NC(=O)COc2ccccc2-c2ccccc2)cc1
→ -2 | -10 | -6 | 1.1 | 13 | 2.6 | 0.95 | 5 | -4
CCOC1=NS(=O)(=O)c2ccccc21
→ -1 | 4 | 0 | 0.96 | -3 | -0.2 | 0.88 | 12 | -4
O=C(Nc1ccccc1)Nc1nnc(SCc2ccc(Cl)cc2)s1
→ -2 | 1 | -3 | 0.99 | -3 | 86* | 0.91 | 9 | -1
COc1ccc(NC(=O)c2c(-c3ccccc3Cl)noc2C)c(OC)c1
→ 2 | 5 | 0 | 0.95 | 5 | 1.5 | 0.76 | 24 | -5
O=C(CCNC(=O)c1ccc(Br)cc1)NCc1ccccn1
→ -2 | -1 | 1 | 1 | 5 | -3.1 | 1 | -4 | -9
COc1cccc(-c2c(-c3cc(OC)cc(OC)c3)n(C)c3ccc(-c4ccc5cc[nH]c5c4)cc23)c1
→ -2 | -3 | -5 | 1 | 8 | 1.5 | 1.1 | -8 | -9
COc1ccccc1CNC(=O)CSC(=S)N1CCCC1
→ 2 | 7 | 1 | 0.93 | -1 | -0.3 | 1 | -4 | -3
COc1cccc(NC(=O)CN2C(=O)NC3(CCCC3)C2=O)c1
→ 18 | -7 | -1 | 1.1 | -5 | -1.6 | 0.95 | 5 | -5
CCC(C(=O)NCc1ccc(C)o1)n1nc(C)c2c(C)n(-c3ccccc3)nc2c1=O (stereo not given)
→ -4 | 5 | 0 | 0.95 | 5 | -1.5 | 0.99 | 1 | 2

(list continues)
SMILES	A3A deaminase	mIAP inh	MIN6 prolif	mIAP act	ATG4B inh	MPTP inh	hIAP activ	hIAP block	A3G deaminase
COc1ccc(CC(=O)Nc2ccc(C)cc2O)cc1S(=O)(=O)N1CCOCC1	0	0	-2	0.99	3	-2.0	1	0	-3
CSc1ccc(C(c2c(C)[nH][nH]c2=O)c2c(C)[nH][nH]c2=O)cc1	26	0	-1	1	0	2.6	1.4	-37	-8
N#Cc1nc(-c2ccc(F)cc2)oc1NCCCn1ccnc1	-5	-18	-4	1.2	x	x	1.3	-28	-2
CCc1ccc(Nc2nnc(SCC(=O)Nc3cccnc3Cl)s2)cc1	-1	-2	-3	1	-17	1.5	0.97	3	-3
O=C(O)C/C(=C\c1ccc2c(c1)OCO2)c1nc2ccccc2s1	-3	-8	-2	1.1	-3	0.9	1	-2	-9
CC(=O)N1CCc2cc(Br)cc(S(=O)(=O)NCCCN(C)Cc3ccccc3)c21	-3	-4	-1	1	-5	0.1	0.87	13	-6
CC(=O)Nc1cccc(C(=O)NCCc2ccco2)c1	2	1	-3	0.99	-6	-0.3	0.89	11	-1
CCOc1ccc(N(CC(=O)NC2CCCCCC2)S(=O)(=O)c2c(C)noc2C)cc1	1	-13	-3	1.1	-1	-0.5	0.85	15	0
CCC1(c2ccccc2)NC(=O)N(CC(=O)N(CC(=O)Nc2ccccc2C(F)(F)F)Cc2ccco2)C1=O (stereo not given)	14	-4	1	1	5	-1.4	1	-2	7
CN(C)Cc1c(-c2ccc(Cl)cc2)nc2ccc(Cl)cn12	-4	6	-1	0.94	37	0.1	0.81	18	-9
COc1ccc2oc(C)c(C(=O)c3ccc(C)cc3)c2c1	0	11	5	0.89	-1	-0.4	0.96	4	-4
COCCn1c(C)cc(C(=O)CN2c3cccc4cccc(c34)S2(=O)=O)c1C	-5	-6	-2	1.1	-6	0.4	1.2	-24	-4
Oc1cc(O)c2c(c1)OC(c1ccc(O)c(O)c1)C(O)C2 (stereo not given)	0	75*	-3	0.25	-2	0.2	0.85	15	-4
COc1ccc(C(=O)N/N=C/c2ccc(OC)c(CN3CCN(c4ccc(F)cc4)CC3)c2)cc1	-4	-7	-1	1.1	-21	0.0	1.1	-7	-10
CCc1ccc(/C=N/NC(=O)c2c[nH]c3ccccc23)s1	-1	-3	-1	1	22	-0.2	1	-1	-3
Cc1ccc(N(C(=O)c2csnn2)C(C(=O)NC(C)(C)C)c2ccncc2)cc1 (stereo not given)	-9	-3	0	1	-13	0.2	0.91	9	-6
COc1ccccc1/C=C/c1onc(C)c1S(=O)(=O)N1CCC(C(=O)NC2CCCCCC2)CC1	-4	7	-5	0.93	1	-1.2	0.66	34	-5
CCOC(=O)C(=CNc1cc(Cl)c(-c2ccco2)c(Cl)c1)C(=O)OCC	-2	4	-6	0.96	2	-0.1	1.1	-8	-7
Cc1nnc(SCC(=O)N2CCC(C(N)=O)CC2)s1	0	3	-2	0.97	-15	-0.9	1.2	-18	-2
CCc1ccc2nc(N(CCCN(C)C)C(=O)c3ccc(S(=O)(=O)N4CCc5ccccc5C4)cc3)sc2c1	-3	2	-7	0.98	5	1.6	0.93	7	-10
Cc1nnn(C23CC4CC(CC(C(=O)NN)(C4)C2)C3)n1	1	2	0	0.98	-9	1.9	1	-1	1
O=C(COC(=O)CCOc1ccccc1)Nc1ccc(Cl)cn1	1	-11	-1	1.1	-5	-2.2	1	-2	-6
CCC(C)N(C(=O)COc1ccccc1C(=O)NCc1ccccc1)C1CCS(=O)(=O)C1 (stereo not given)	5	4	0	0.96	16	-1.4	0.99	1	-1
COc1cc2c(cc1OC)C(c1ccccc1F)NCC2 (stereo not given)	-9	5	-1	0.95	1	-0.2	0.86	14	-6
